V-ATPase pHluor: regulators of yeast V-ATPase proton pumping, primary screen, pHLuorin cytosolic pH fluorescence | 350,000 tested, 0.37% active | response, % at 10 µM | S. cerevisiae; in the data active = response mostly above about 7.3%, no sharp cut-off; inactive = mostly below about 5.4%; also: actives read high; inactives centre near 0; some compounds called inactive have numbers as strong as hits; reference of the scale not given here
OPRM1-OPRD1 ag: agonists of OPRM1-OPRD1 heterodimerization, primary screen, cell-based, luminescence. Mu-type opioid receptor (Homo sapiens) + Delta-type opioid receptor (Homo sapiens), …. cells. activation, % at 9.3 µM. 340,000 tested, 0.3% active; in the data active = activation above about 18%;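 also: 0% = vehicle-treated cells and 100% = reference agonist; values of inactives mirror those of a sister screen read the other way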
RTF Ca sens act: cardiac RTF calcium sensitivity activators, primary screen, biochemical, IANBD-TnC fluorescence, EC20 calcium | AID 493008, 2010 | Troponin I, cardiac muscle (Homo sapiens) + Troponin T, cardiac muscle (Homo sapiens) + … | IANBD-labeled TnC RTF fluorescence at EC20 calcium; 0% EC20 calcium, 100% full calcium | activation, % at 7.2 µM | 340,000 tested, 0.24% active;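 active = activation above the mean over all tested compounds plus 3 SD, cut at about 30% in these data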;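 also: rise in fluorescence read as greater calcium sensitivity of cardiac thin filaments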
Wnt bcat act: Wnt/beta-catenin pathway activators, primary screen, cell-based, plate reader, single point | Wnt/beta-catenin reporter cell assay, activator | activation, % at 9.35 µM | 300,000 tested, 1.2% active | AID 743398, 2014; in the data active = activation above about 30%, passing the limit was not always enough; inconclusive = no clear call, values can overlap the other calls;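 also: 0% = neutral control wells and 100% = positive control wells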
C-LANA FP: inhibitors of KSHV C-LANA binding to DNA, primary screen, biochemical, fluorescence polarization, FAM-LBS DNA, MBP-C-LANA, single point; inhibition, % at 9 µM; 340,000 tested, 0.078% active; AID 504423, 2011;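 active = highest replicate inhibition at or above 60% at 9 µM, even if other replicates fall short; inactive = all replicates below 60% inhibition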;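 also: 0% = neutral control wells and 100% = 4 µM acridine orange control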
Keap1 Nrf2 FP: Keap1-Nrf2 protein-protein interaction inhibitors, primary screen, biochemical, fluorescence polarization, single point | Kelch-like ECH-associated protein 1 (Homo sapiens), Q14145 | Keap1 Kelch-Nrf2 peptide fluorescence polarization, 1536-well | inhibition, % at 9.4 µM | 340,000 tested, 0.15% active | AID 504523, 2011; in the data active = inhibition above about 12%; inconclusive = no clear call, values can overlap the other calls; inactive = below about 7.3%;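 also: human Keap1 Kelch domain with fluorescein labeled Nrf2 9mer peptide probe; 0% = neutral control wells and 100% = peptide positive control; higher means more block of Keap1 binding to Nrf2 peptide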
Target sequence (Q14145 whole entry, looked up, the tested form may be a part): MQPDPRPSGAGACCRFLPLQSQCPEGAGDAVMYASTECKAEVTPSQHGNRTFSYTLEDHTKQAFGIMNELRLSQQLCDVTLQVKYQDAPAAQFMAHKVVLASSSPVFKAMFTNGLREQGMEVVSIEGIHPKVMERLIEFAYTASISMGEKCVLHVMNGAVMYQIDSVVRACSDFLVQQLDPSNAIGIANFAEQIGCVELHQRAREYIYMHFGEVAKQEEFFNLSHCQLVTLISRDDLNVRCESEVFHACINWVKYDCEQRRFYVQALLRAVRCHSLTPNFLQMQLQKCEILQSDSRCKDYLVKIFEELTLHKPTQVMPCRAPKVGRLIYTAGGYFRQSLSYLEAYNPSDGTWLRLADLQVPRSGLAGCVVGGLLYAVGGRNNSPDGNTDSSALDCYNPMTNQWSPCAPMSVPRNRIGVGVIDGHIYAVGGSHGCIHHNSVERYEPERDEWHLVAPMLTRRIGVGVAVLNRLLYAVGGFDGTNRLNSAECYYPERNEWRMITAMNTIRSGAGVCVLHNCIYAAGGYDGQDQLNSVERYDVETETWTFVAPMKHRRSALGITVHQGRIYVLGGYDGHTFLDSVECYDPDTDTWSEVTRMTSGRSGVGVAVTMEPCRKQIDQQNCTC
OPRM1-OPRD1 inv: inverse agonists of MOR-DOR heterodimerization, primary screen, cell-based, luminescence. Mu-type opioid receptor (Homo sapiens) + Delta-type opioid receptor (Homo sapiens), …. cell-based MOR-DOR heterodimer luminescence, inverse agonism. inhibition, % at 9.3 µM. 340,000 tested, 0.21% active. AID 504357, 2011; in the data active = inhibition above about 22%, passing the limit was not always enough;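 also: 0% = cells with DMSO and 100% = wells without cells with DMSO; values of inactives mirror those of a sister screen read the other way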
Arr AP2 block: inhibitors of beta-arrestin/AP2 binding, primary screen, biochemical, GPCR trafficking, flow cytometry | FITC-arrestin peptide / GST-AP2 beads; AP2 beta2 appendage carries R879A mutation | 340,000 tested, 0.31% active | AID 504490, 2011 | beta-arrestin 1 C-terminal peptide binding to AP2 beta2-adaptin appendage (human) | inhibition, % at 10 µM;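 active = inhibition above a set limit, near 3 SD of compounds lacking own fluorescence, cut at about 54% in these data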;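 also: plate controls were DMSO wells for no effect and 5 µM unlabelled arrestin peptide for full effect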
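Material – GST-tagged AP2 beta2-adaptin appendage (R879A) on 4 µm glutathione beads · Probe or stimulus – fluorescein-tagged arrestin peptide at 50 nM final · Timing – 12 min plus 1 h, RT · Detection – bead flow cytometry, FITC channel · Read-out basis – inhibition as reduced fluorescein signal on beads, percent · Medium – PBS plus Tween 20 (0.05%) and BSA (0.1%)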
Cardiac RTF inh: cardiac RTF calcium sensitivity inhibitors, primary screen, biochemical, IANBD-TnC fluorescence, EC70 calcium; IANBD-labeled cardiac RTF, Ca2+ fluorescence; inhibition, % at 7.15 µM; 340,000 tested, 0.12% active; AID 493244, 2011;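 active = inhibition above the mean inhibition of all tested compounds plus 3 SD, cut at about 17% in these data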;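 also: assay run at fixed EC70 calcium of 1.6 mM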
Pemphigus Ab inh: inhibitors of pemphigus antibody binding to DSG3, primary screen, biochemical, bead-based, flow cytometry, scFv-GFP. Desmoglein-3 (Homo sapiens), P32926. DSG3-coupled beads, scFv-anti-DSG3-GFP binding; hits give low values. binding (percent of control), % at 10 µM. 310,000 tested, 0.48% active. AID 588358, 2011;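 active = binding more than 3 SD below its plate's average and above zero; inconclusive = below that plate limit but binding exactly zero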;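 also: hits lower antibody fragment binding to DSG3; some compounds called inactive have numbers as strong as hits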
The depositor's hits bear a star; ? = inconclusive; . = no result given. Compounds as they come, and some 3.1% of all compounds hit somewhere here.

SMILES	V-ATPase pHluor	OPRM1-OPRD1 ag	RTF Ca sens act	Wnt bcat act	C-LANA FP	Keap1 Nrf2 FP	OPRM1-OPRD1 inv	Arr AP2 block	Cardiac RTF inh	Pemphigus Ab inh
Cc1noc(C)c1NC(=O)N(C)C[C@H]1Oc2ccc(NC(=O)NC3CCCCC3)cc2C(=O)N([C@H](C)CO)C[C@@H]1C	7	0.1	14	0	1.0	-9	-1	-1	-10	97
COc1cc(OC)c(NS(=O)(=O)c2ccc(Cl)c(C(=O)OC(C)C(=O)N3CCCC3)c2)cc1Cl (centres undefined)	-1	3.5	10	-1	0.9	-2	-18	15	-3	106
Cc1noc(NS(=O)(=O)c2ccc(NC(=O)/C=C/c3ccc(Br)cc3)cc2)c1C	-1	-2.1	-5	-1	0.8	-2	9	9	5	109
CCN(CC)CCNCc1cc(Cl)ccc1OCc1ccccc1F	3	0.1	4	4	-0.4	2	-1	1	-17	101
C=CCOc1ccc(/C=N/O)cc1Cl	2	-1.9	-1	.	-1.1	-1	10	4	4	98
CCC(=O)NC(NCC1CCCO1)C(Cl)(Cl)Cl (centres undefined)	-6	0.1	14	.	-2.0	-3	-1	16	-8	106
COc1cccc(CNC(=O)C2CCN(S(=O)(=O)N3CCCCC3)CC2)c1	3	-1.0	-5	.	-0.5	-3	6	-6	2	97
O=C(Nc1cc(Cl)ncn1)c1ccccc1	-1	.	.	2	.	.	.	0	.	118
CCC12CN3CCN(CC(C3)/C1=N\NC(=O)c1ccc(Cl)cc1)C2	1	-2.3	2	-11	-0.8	0	11	0	-12	105
COc1ccc(C)cc1NC(=O)NC1CCN(Cc2ccccc2)CC1	-1	0.2	1	.	-1.4	0	-1	10	-6	94
O=C(CSc1ccccc1)N/N=C/c1ccccc1O	-3	-2.5	-1	-4	-0.3	-3	12	-1	2	101
Cc1ccccc1-n1nc(C)c2cc(C(=O)NC3CC3)sc21	-3	-2.5	-3	.	0.8	0	13	1	0	98
CCOC(=O)c1c(C)[nH]c(NC(=O)Nc2c(C)n(C)n(-c3ccccc3)c2=O)c1C	-2	-3.5	5	-3	2.3	0	16	9	-11	120
Cc1nnc(Nc2ccccc2F)s1	0	-1.5	4	2	0.0	3	8	-5	-7	106
Clc1ccc(-n2ncc3c(NCC4CCCO4)ncnc32)cc1 (centres undefined)	2	2.1	-2	3	-1.0	-3	-13	0	1	105
COc1ccc(CC(=O)Nc2sc3c(c2C(N)=O)CCCC3)cc1OC	-4	-0.9	-9	-3	0.3	0	5	19	-9	108
O=S1(=O)c2c(F)cccc2OC(COc2ccccc2)CN1CCc1ccc(F)cc1 (centres undefined)	3	1.3	-8	1	-0.7	0	-6	0	-2	96
O=C(Nc1ccccn1)C1COc2ccccc2O1 (centres undefined)	5	-0.7	-1	.	-2.9	1	4	19	2	106
COc1ccc(CCN2C(=O)c3ccncc3C2=O)cc1OC	-9	-0.6	-1	.	-0.9	6	3	48	-4	106
Cc1ccccc1OCC(=O)Nn1c(COc2ccccc2)nc2ccccc2c1=O	-2	-2.2	-1	.	-0.5	-5	13	30	-2	94
Fc1cccc(-n2c(-c3ccco3)nc3nc4ccccc4nc32)c1	3	-1.5	4	.	-0.3	-7	8	0	-5	100
Cc1sc(NC(=O)c2oc3ccccc3c2C)c(C#N)c1C	-4	-3.5	3	0	-0.4	-3	19	-2	2	97
CCNS(=O)(=O)c1ccc(CCC(=O)N2CCCC2)cc1	-2	-3.1	-3	3	0.3	0	15	-9	1	97
CCN(CC)C(=O)[C@H]1C[C@H](CC(=O)NCc2ccc(OC)c(OC)c2)C(=O)N2CCc3c([nH]c4ccc(Cl)cc34)[C@]12C	0	-1.8	-10	0	-1.0	5	9	15	1	106
COc1ccc(CNc2ncc(-c3ccc(F)cc3)n2C)cc1OC	6	-3.4	2	-1	1.4	-4	17	-12	-1	112
CCNC(=O)O/N=C1\CCCCC1c1ccc([N+](=O)[O-])cc1[N+](=O)[O-] (centres undefined)	-2	7.1	-3	1	-1.2	-5	-32	10	0	108
CS(=O)(=O)N(CC(=O)Nc1cc(Cl)ccc1Cl)c1ccccc1	-2	-1.4	2	-3	0.3	3	7	0	-8	131
O=C(Nc1ccc(Cl)cc1)Nc1nnc(CSCc2ccc(Cl)cc2)s1	2	-1.9	-2	-9	-0.5	1	12	6	-4	90
CCOc1ccc(C(=O)N2CCCC(c3nc(-c4ccc(C)o4)no3)C2)cc1 (centres undefined)	1	-1.7	-2	5	-1.0	-4	9	23	-9	103
CSc1nc2[nH]c3c(c2c2nncn12)CC(C)(C)OC3	-2	-0.8	-4	0	-0.8	7	3	13	-5	105
CC(C)(C)n1nc2c(c1NC(=O)c1cc3ccccc3o1)CSC2	-3	1.2	12	-1	-1.1	-3	-6	18	-7	106
O=C(COc1ccc(Cl)cc1)Nc1ccc2[nH]ncc2c1	2	-0.5	-7	2	-0.1	3	2	-5	-2	95
Cc1ccc2oc(=O)n(Cc3ccc(F)cc3)c2c1	1	-2.0	-1	.	-1.5	-1	9	10	-10	119
CC(=O)NCCOc1ccc2oc3ccccc3c2c1	3	-3.7	2	.	-1.9	-3	18	-10	-7	97
COc1ccc(CNCc2cccn2C)cc1	1	-0.6	-6	1	-0.1	1	3	-3	-10	103
COc1ccc(NC(=O)C2=C(C)Nc3nc(CCCO)nn3C2c2ccc(OC)c(OC)c2)cc1 (centres undefined)	0	-1.9	-2	-6	2.1	5	12	-2	5	80
COc1ccc(C)cc1NC(=O)COC(=O)c1ccccc1SCC(=O)N1CCCC1	7	-2.3	-3	13	2.9	-5	15	2	-10	105
NNC(=O)c1[nH]c2ccccc2c1-c1ccccc1	0	2.0	-6	0	1.0	-3	-11	-9	-7	97
O=C(O)C1(c2ccccc2)CCN(S(=O)(=O)c2cccc(Cl)c2)CC1	3	0.3	-3	0	-0.8	0	-2	-1	-1	.
Cc1cc(C)cc(NC(=O)N2CCc3ccccc3C2)c1	-3	1.6	-3	12	-1.6	1	-8	0	0	100

Full records from above. Order of values: V-ATPase pHluor	OPRM1-OPRD1 ag	RTF Ca sens act	Wnt bcat act	C-LANA FP	Keap1 Nrf2 FP	OPRM1-OPRD1 inv	Arr AP2 block	Cardiac RTF inh	Pemphigus Ab inh
Profile of CC(=O)NCCOc1ccc2oc3ccccc3c2c1 : 3	-3.7	2	.	-1.9	-3	18	-10	-7	97
Profile of O=C(COc1ccc(Cl)cc1)Nc1ccc2[nH]ncc2c1 : 2	-0.5	-7	2	-0.1	3	2	-5	-2	95

(list continues)
SMILES	V-ATPase pHluor	OPRM1-OPRD1 ag	RTF Ca sens act	Wnt bcat act	C-LANA FP	Keap1 Nrf2 FP	OPRM1-OPRD1 inv	Arr AP2 block	Cardiac RTF inh	Pemphigus Ab inh
CCn1c(O)c(N=NC2=NC(=O)CS2)c2ccccc21	6	-2.7	-4	.	0.1	-1	15	36	-4	106
CSc1nc(N)nc2c1ncn2CC(=O)NCc1ccc2c(c1)OCO2	1	.	-4	-1	1.9	1	.	37	-2	97
COC(=O)c1ccc(NC(=O)C(C)Oc2ccccc2)cc1 (centres undefined)	0	0.2	-3	.	-1.3	2	-1	13	-17	103
COc1ccc(-c2nnc(SCC(=O)/C(C#N)=C(\C)N)o2)cc1	3	0.1	3	.	-0.8	-1	0	9	-8	98
Cc1ccc(C(=O)OCC(=O)Nc2ccc3c(c2)OCCO3)cc1C	3	-1.3	-7	-1	-1.6	-3	8	9	-3	69*
Cc1ccc(CNC(=O)CCCn2c(=O)[nH]c3ccccc3c2=O)cc1	-3	-1.8	2	.	0.5	-3	10	30	-9	108
Cc1ccccc1NC(=O)Nc1ccccc1N1CCCCC1	-1	6.7	4	-1	0.8	0	-36	-3	-2	117
O=C1CCCN1CC(O)CS(=O)(=O)Cc1ccccc1 (centres undefined)	-1	-3.8	3	0	0.2	2	17	-14	1	106
Cc1cc(C)nc(Sc2c(F)c(F)c(C(F)(F)F)c(F)c2F)n1	2	-3.0	0	-2	0.3	-4	12	-6	0	.
COc1c(F)cc2[nH]c3c(c2c1F)CCNC3=O	22	-0.9	1	-11	-3.7	-1	5	24	-3	103
NC(=S)n1[nH]c(-c2ccc([N+](=O)[O-])cc2)c(N=Nc2ccc(O)cc2)c1=O	-6	1.8	-4	7	2.8	-3	-11	11	1	.
CC1CCN(C(=O)c2ncn(C)c2C(=O)N2CCC(C)CC2)CC1	9	1.3	8	11	0.0	-2	-7	-20	-7	108
O=C(NC1=NCCS1)c1cc(-c2ccc(-c3ccccc3)cc2)nc2ccccc12	-3	-0.7	-2	?	1.2	-3	5	-1	-1	91
O=C(NCc1cn2ccsc2n1)c1cccc(C(F)(F)F)c1	5	-1.2	3	.	2.2	-1	7	-40	5	98
O=C(COC(=O)[C@@H]1CC(O)CN1S(=O)(=O)c1ccccc1[N+](=O)[O-])Nc1ccc2ccccc2c1 (some centres undefined)	-1	-1.8	2	0	5.6	2	9	4	7	105
O=C(Nc1ccc(O)cc1)/C(=C/c1ccco1)NC(=O)c1ccccc1	-4	-2.3	7	8	-0.2	-8	12	6	-9	96
CCCOC(=O)c1ccc(NC(=O)c2cc(OC)c(OC)c(OC)c2Br)cc1	1	-2.1	4	-1	-3.1	-1	11	19	-5	97
COc1ccc(NC(=O)CSc2nncs2)cc1S(N)(=O)=O	-1	-2.0	-1	4	1.7	2	11	17	-6	97
CC(=O)N1c2ccc(S(=O)(=O)NCCC(=O)Nc3ccc(F)cc3)cc2CC1C (centres undefined)	5	-3.0	4	2	0.1	-5	15	1	9	93
Cc1sc2nc(-c3ccccc3)oc(=O)c2c1C	-2	1.6	0	16	0.3	-3	-8	15	-15	94
CN1CCN(CCCCOc2cccc3ccccc23)CC1	1	-0.1	-6	-4	-1.2	-2	0	39	2	105
COc1ccc(CNCc2ccc(F)cc2)c(OC)c1	2	-1.8	6	0	1.3	-2	9	-15	-4	116
O=c1c2[nH]c3cccc(Cl)c3c2ncn1CC1CCCO1 (centres undefined)	-1	-3.3	2	11	0.2	-2	17	2	-4	97

Source: PubChem (several laboratories)
